CCT chaperon mod: changes cytosolic chaperonin activity; AID 651819; activity change, % (test concentration not listed), hits read low; purified chaperonin ATPase assay, HTRF ADP detection, 30 min; 360,000 tested, 0.3% active; in the data active = activity change below about -30%; note: % is set by controls: 0 for no effect and ±100 for the full control effect
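TRiC (40 or 20 nM final, by batch activity) in 30 mM Tris pH 7.4, 100 mM KCl, 5 mM MgCl2, 1 mM DTT was treated with compound at 76 uM single dose, then 10 uM ATP, 30 min at 37 °C. ADP was read by HTRF Transcreener.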
Nrf2 activator: Nrf2 pathway activation; AREc32 ARE-luciferase reporter (MCF7-derived line), luminescence, 24 h; 410,000 tested, 0.31% active; Potency, µM (doses to about 46.1 µM), for the others: at the top dose activation, hits mostly activators; note: potency is the fitted concentration of half-maximal effect; % of control where 0% means no effect; nearly all actives have a fitted effect of over 65% in size
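AREc32 cells carrying an ARE-driven firefly luciferase, 1000 cells/well in OPTI-MEM with 5% FBS, dosed after overnight attachment and incubated 24 hr at 37 deg C. Steady-Glo luminescence read after 30 min at RT.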
Mm-Cpn inhibitor: blocks the Methanococcus maripaludis chaperonin Mm-Cpn; purified Mm-Cpn ATPase, ADP Transcreener TR-FRET; Potency, µM (top dose mostly 76.9 µM), inactives show at the top dose activity, negative = inhibition, actives largely listed as inhibitors; 330,000 tested, 0.031% active; note: potency is the fitted concentration of half-maximal effect; % is set by controls: 0 for no effect and ±100 for the full control effect; nearly all actives have a fitted effect of over 80% in size
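Inhibition of chaperonin ATP hydrolysis is measured as reduced ADP production, detected by competitive TR-FRET in which signal falls with ADP. Final enzyme 25 nM and ATP 10 uM, reacted 30 min at 37°C.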
HepG2 tox: kills HepG2 cells in TGF-b inhibitor counter-screen | HepG2 CAGA-GFP viability, ATP luminescence, 18 h | Potency, µM (top dose mostly 46.1 µM), for inactives: top-dose activity change, negative = cytotoxicity, hits mostly cytotoxic | 410,000 tested, 0.76% active | AID 588856; note: potency is the fitted concentration of half-maximal effect; some results filed as inactive show a strong effect at the top dose
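HepG2 CAGA-GFP cells (1000/well, DMEM with 1% FBS) received compound, then TGF-beta at 500 pg/mL final, and were incubated 18 hours at 37 degrees C. Viability was read by CellTiter-Glo luminescence. Media-only wells were set as complete cell-killing and DMSO as no toxicity.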
pAkt inh: blocks phosphorylation of Akt; 360,000 tested, 0.32% active; Neuro2A IGF-stimulated pAkt S473 HTRF, 20 min; stronger effect = lower value; activity change, % for hits at 50 µM; in the data active = activity change below about -80%; inconclusive = mostly about -51% to -80%; note: % is set by controls: 0 for no effect and ±100 for the full control effect
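Neuro2A cells in DMEM with 0.5% FBS, overnight at 37 deg C, given compound at single 50 µM final, then IGF (6 nM final) for 20 min at 37 deg C. Lysed; phospho-Akt Ser473 by HTRF after 24 h, 665/615 ratio.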
ATXN viability: viability counter-screen for ATXN expression inhibitors | S2 cells (HEK-293 line with an ATXN2-luciferase reporter) viability, CellTiter-Fluor protease fluorescence, 24 h | Potency, µM (titrated, usually from 56.7 µM), most hits filed as cytotoxic | 400,000 tested, 0.49% active | AID 651635; note: potency is the fitted concentration of half-maximal effect; nearly all actives have a fitted effect of over 40% in size
A549 tox: A549 cytotoxicity, counter-screen for Nrf2 inhibitors | A549 ARE-Fluc cells, CellTiter-Fluor viability, 18-24 h | AID 504648 | Potency, µM (top dose mostly 46 µM), without a hit: at the highest dose activity change, negative = cytotoxicity, hits mostly inhibitors | 390,000 tested, 0.16% active; note: potency is the fitted concentration of half-maximal effect; % is set by controls: 0 for no effect and ±100 for the full control effect
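A549 ARE-Fluc cells in 5% FBS OPTI-MEM, 5000 cells/well, rested 2 h then exposed to compounds in concentration-response for 18-24 h at 37 °C. Viability by CellTiter-Fluor fluorescence (Ex 405/Em 525) after 30 min; luciferase luminescence (BugLite, 15 min, RT) read afterwards.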
TGFb inhibitor: blocks TGF-b signaling. HepG2 CAGA-GFP TGF-b/SMAD3 reporter, GFP fluorescence, 18 h; TGF-beta stimulated, 500 pg/mL final. Potency, µM (titrated, usually from 46.1 µM), without a hit: top-dose activity, negative = inhibition, most hits filed as inhibitors. 410,000 tested, 1.2% active. AID 588855; note: potency is the fitted concentration of half-maximal effect; % is set by controls: 0 for no effect and ±100 for the full control effect; nearly all actives have a fitted effect of over 65% in size
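Cell-based qHTS in HEPG2 carrying a CAGA-GFP Smad reporter; compounds added before 500 pg/mL final TGF-beta, 18 h incubation at 37 degrees C, GFP fluorescence quantified per cell by imaging cytometry.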
Nrf2 inh: blocks Nrf2 signaling; A549 ARE-Fluc reporter, luciferase luminescence, 18-24 h; Potency, µM (highest dose often 46 µM), for the others: at the top dose activity change, negative = inhibition, most hits filed as inhibitors; 360,000 tested, 2.1% active; note: potency is the fitted concentration of half-maximal effect; % is set by controls: 0 for no effect and ±100 for the full control effect; nearly all actives have a fitted effect of over 60% in size
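In this cell-based qHTS, ARE-driven firefly luciferase in A549 cells reports Nrf2 activity; the luminescent signal after BugLite lysis is the measured value, with a prior CellTiter-Fluor read for cell health.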
The depositor's hits bear a star. Unless noted, calls come from the whole dose curve; as a rule, active = well fitted curve in the direction sought with a large enough effect; inconclusive = small, poorly fitted or top-dose-only effect, or another doubt; inactive = no such curve, though single readings can be large; an effect the other way counts as inactive or inconclusive.

A first look:
What do the screens show for `COc1ccc(OC)c(NC(=O)COC(=O)CSc2ccc(Cl)cc2)c1`?
CCT chaperon mod: 0.9; Nrf2 activator: 2.0%; Mm-Cpn inhibitor: -1%; HepG2 tox: 12%; pAkt inh: inactive; ATXN viability: inactive; A549 tox: 1%; TGFb inhibitor: 8%; Nrf2 inh: 2%

How did CCOCC(=O)Nc1ccc([N+](=O)[O-])cc1OC do in these assays?
CCT chaperon mod: 1.8; Nrf2 activator: 0.3%; Mm-Cpn inhibitor: 2%; HepG2 tox: -13%; pAkt inh: inactive; ATXN viability: inactive; A549 tox: -15%; TGFb inhibitor: 5%; Nrf2 inh: -18%

The whole of this part, from the first entry:
What do the screens show for `COc1ccc(OC)c(NC(=O)COC(=O)CSc2ccc(Cl)cc2)c1`?
CCT chaperon mod: 0.9; Nrf2 activator: 2.0%; Mm-Cpn inhibitor: -1%; HepG2 tox: 12%; pAkt inh: inactive; ATXN viability: inactive; A549 tox: 1%; TGFb inhibitor: 8%; Nrf2 inh: 2%

How did CCOCC(=O)Nc1ccc([N+](=O)[O-])cc1OC do in these assays?
CCT chaperon mod: 1.8; Nrf2 activator: 0.3%; Mm-Cpn inhibitor: 2%; HepG2 tox: -13%; pAkt inh: inactive; ATXN viability: inactive; A549 tox: -15%; TGFb inhibitor: 5%; Nrf2 inh: -18%

What do the screens show for `O=C(N/N=C/c1ccc2c(c1)OCO2)C(=O)Nc1cccc(Cl)c1`?
CCT chaperon mod: 1.5; Nrf2 activator: 1.8%; Mm-Cpn inhibitor: -10%; HepG2 tox: -1%; pAkt inh: inactive; ATXN viability: inactive; A549 tox: -2%; TGFb inhibitor: -4%; Nrf2 inh: inconclusive

What do the screens show for `COc1ccc(NC(=O)C2(c3cccs3)CCOCC2)cc1`?
CCT chaperon mod: 0.4; Nrf2 activator: -0.5%; Mm-Cpn inhibitor: inconclusive; HepG2 tox: -10%; pAkt inh: inactive; ATXN viability: inactive; A549 tox: 4%; TGFb inhibitor: -4%; Nrf2 inh: 2%

What do the screens show for `O=C1CN(C(=O)CSc2nnnn2-c2ccc(Cl)cc2)c2ccccc2N1`?
CCT chaperon mod: 0.4; Nrf2 activator: 3.1%; Mm-Cpn inhibitor: -1%; HepG2 tox: 0%; pAkt inh: inactive; ATXN viability: inactive; A549 tox: -13%; TGFb inhibitor: -4%; Nrf2 inh: inconclusive

How did C#CCOCCOCCOCCNc1nc(N2CCN(C(=O)[C@H](CCCN=C(N)N)n3cc(C(N)[C@@H](C)CC)nn3)CC2)nc(N2CCN(C(=O)[C@H](CC(N)=O)n3cc([C@@H](N)C(C)C)nn3)CC2)n1 (some centres undefined) do in these assays?
CCT chaperon mod: -0.4; Nrf2 activator: 0.7%; Mm-Cpn inhibitor: 1%; HepG2 tox: 1%; pAkt inh: inactive; ATXN viability: inactive; A549 tox: -10%; TGFb inhibitor: 4%; Nrf2 inh: 8%

How did Cc1c(C(=O)NC(=S)N(Cc2ccccc2)c2ccccn2)cccc1[N+](=O)[O-] do in these assays?
CCT chaperon mod: 2.3; Nrf2 activator: 0.3%; Mm-Cpn inhibitor: 3%; HepG2 tox: 2%; pAkt inh: inactive; ATXN viability: inactive; A549 tox: -1%; TGFb inhibitor: 9%; Nrf2 inh: 9%

How did C=CCn1c(SCC(=O)Nc2ccc3c(c2)OCCO3)nnc1-c1ccco1 do in these assays?
CCT chaperon mod: -0.1; Nrf2 activator: 1.6%; Mm-Cpn inhibitor: 1%; HepG2 tox: -9%; pAkt inh: inactive; ATXN viability: inactive; A549 tox: 8%; TGFb inhibitor: 7%; Nrf2 inh: -4%

How did C[C@H]1CN([C@@H](C)CO)C(=O)CCCn2cc(nn2)CO[C@@H]1CN(C)C(=O)Nc1ccc2c(c1)OCCO2 do in these assays?
CCT chaperon mod: -1.2; Nrf2 activator: 0.5%; HepG2 tox: -3%; pAkt inh: inactive; ATXN viability: inactive; TGFb inhibitor: 8%

Results for CCN(c1cccc(C)c1)S(=O)(=O)c1cnc[nH]1 ?
CCT chaperon mod: -9.0; Nrf2 activator: -0.3%; Mm-Cpn inhibitor: -3%; HepG2 tox: 6%; pAkt inh: inactive; ATXN viability: inactive; A549 tox: -6%; TGFb inhibitor: 3%; Nrf2 inh: 1%

How did CCCn1nc(C(=O)NNC(=O)CCCOc2ccc(C)cc2)c2ccccc2c1=O do in these assays?
CCT chaperon mod: -2.3; Nrf2 activator: 3.3%; Mm-Cpn inhibitor: 1%; HepG2 tox: -28%; pAkt inh: inactive; ATXN viability: inactive; A549 tox: 0%; TGFb inhibitor: 0%; Nrf2 inh: 4%

Results for Cc1cc(C(=O)OCC(=O)N2CC(C)OC(C)C2)c(C)n1-c1ccccc1 (centres undefined) ?
CCT chaperon mod: -7.4; Nrf2 activator: -0.2%; Mm-Cpn inhibitor: 1%; HepG2 tox: -4%; pAkt inh: inactive; ATXN viability: inactive; A549 tox: 12%; TGFb inhibitor: inconclusive; Nrf2 inh: 0%

Results for CC1CCCN(C(=O)CNC(=O)Cn2ccc3ccccc3c2=O)C1 (centres undefined) ?
CCT chaperon mod: -1.0; Nrf2 activator: 0.1%; Mm-Cpn inhibitor: -1%; HepG2 tox: 1%; pAkt inh: inactive; ATXN viability: inactive; A549 tox: 2%; TGFb inhibitor: -14%; Nrf2 inh: -4%

How did Cc1nnc(N/N=C/c2cccs2)[nH]c1=O do in these assays?
CCT chaperon mod: 0.4; Nrf2 activator: 2.8%; Mm-Cpn inhibitor: 3%; HepG2 tox: -12%; pAkt inh: inactive; ATXN viability: inactive; A549 tox: 2%; TGFb inhibitor: -21%; Nrf2 inh: 1%

How did O=C(CCc1nc2ccccc2c(=O)[nH]1)OCc1ccc(Cl)cc1Cl do in these assays?
CCT chaperon mod: -1.2; Nrf2 activator: -0.4%; Mm-Cpn inhibitor: -3%; HepG2 tox: -4%; pAkt inh: inactive; ATXN viability: inactive; A549 tox: -1%; TGFb inhibitor: -13%; Nrf2 inh: -13%

How did CN(Cc1ccc(Cl)cc1)C(=O)CCl do in these assays?
CCT chaperon mod: -0.6; Nrf2 activator: -1.1%; Mm-Cpn inhibitor: 0%; HepG2 tox: -111%; pAkt inh: inactive; A549 tox: inconclusive; TGFb inhibitor: inconclusive; Nrf2 inh: inconclusive

Results for CCOCCCNC(=O)c1cc2sc(Cl)cc2n1CC ?
CCT chaperon mod: -0.6; Nrf2 activator: 4.4%; Mm-Cpn inhibitor: -2%; HepG2 tox: -18%; pAkt inh: inactive; ATXN viability: inactive; A549 tox: -2%; TGFb inhibitor: inconclusive; Nrf2 inh: -9%

How did Cc1ccc(OCC(=O)Nc2nnc(-c3ccco3)s2)cc1 do in these assays?
CCT chaperon mod: -1.2; Nrf2 activator: -1.0%; Mm-Cpn inhibitor: -9%; HepG2 tox: 6%; pAkt inh: inactive; ATXN viability: inactive; A549 tox: 3%; TGFb inhibitor: 2%; Nrf2 inh: -2%

What do the screens show for `Cc1ccc(CN2CCN(C(=O)c3cccc4ccccc34)CC2)cc1`?
CCT chaperon mod: 1.4; Nrf2 activator: 2.2%; Mm-Cpn inhibitor: -3%; HepG2 tox: -30%; pAkt inh: inactive; ATXN viability: inactive; A549 tox: -7%; TGFb inhibitor: inconclusive; Nrf2 inh: inconclusive

How did CCNC(=O)CSc1nc2ccccc2c(=O)n1-c1cc(OC)ccc1OC do in these assays?
CCT chaperon mod: 0.3; Nrf2 activator: -0.1%; Mm-Cpn inhibitor: 2%; HepG2 tox: -2%; pAkt inh: inactive; ATXN viability: inactive; A549 tox: -3%; TGFb inhibitor: -6%; Nrf2 inh: -24%

What do the screens show for `O=S1(=O)C=CC(Nc2ccccc2)C1` (centres undefined)?
CCT chaperon mod: 0.2; Nrf2 activator: 0.2%; Mm-Cpn inhibitor: 2%; HepG2 tox: -3%; pAkt inh: inactive; ATXN viability: inactive; A549 tox: -2%; TGFb inhibitor: -11%; Nrf2 inh: -2%

Results for CCOC(=O)CSc1n[nH]c(-c2cccnc2)n1 ?
CCT chaperon mod: 1.5; Nrf2 activator: -1.9%; Mm-Cpn inhibitor: 0%; HepG2 tox: -35%; pAkt inh: inactive; ATXN viability: inactive; A549 tox: -5%; TGFb inhibitor: -5%; Nrf2 inh: -5%

Results for Oc1cccc(/C=N/n2c(C3CCCCC3)n[nH]c2=S)c1 ?
CCT chaperon mod: 0.8; Nrf2 activator: 1.6%; Mm-Cpn inhibitor: 0%; HepG2 tox: 4%; pAkt inh: inactive; ATXN viability: inactive; A549 tox: 0%; TGFb inhibitor: 0%; Nrf2 inh: -15%

How did O=C(O)c1ccc(CNC(=O)c2ccc(C(F)(F)F)cc2)cc1 do in these assays?
CCT chaperon mod: -0.5; Nrf2 activator: 2.7%; Mm-Cpn inhibitor: 2%; HepG2 tox: -32%; pAkt inh: inactive; ATXN viability: inconclusive; A549 tox: 6%; TGFb inhibitor: 13%; Nrf2 inh: 2%

What do the screens show for `Cc1onc(-c2ccccc2Cl)c1C(=O)OCC(=O)c1c(N)n(C)c(=O)n(C)c1=O`?
CCT chaperon mod: -2.1; Nrf2 activator: 1.2%; Mm-Cpn inhibitor: 0%; HepG2 tox: -29%; pAkt inh: inactive; ATXN viability: inactive; A549 tox: 19%; TGFb inhibitor: -14%; Nrf2 inh: -20%

Results for CCCCCn1c(=N)c(S(=O)(=O)c2ccccc2)cc2c(=O)n3cccc(C)c3nc21 ?
Nrf2 activator: -1.1%; HepG2 tox: -6%; ATXN viability: inconclusive; A549 tox: 10%; TGFb inhibitor: -1%; Nrf2 inh: 14%
